High-throughput results: PubChem, Broad Institute
miR-122 sensor = miR-122 Renilla sensor signal increase in Huh7, primary screen, miR-122 inhibitor project, cell-based, single point, plate reader. Huh7 miR-122 Renilla luciferase sensor, 48 h; neutral wells = 0, positive control = 100. activation (reporter increase), % at 12.5 µM. 340,000 compounds, 0.3% hits. AID 602342, 2012;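 active = mean replicate activation score at least 90 and every replicate individually at or above 90; inconclusive = only one of the two criteria met; inactive = neither criterion met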;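 note: higher luciferase means less miR-122 activity so hits act as miR-122 inhibitors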
SIRT5 inh = SIRT5 desuccinylase inhibitors, primary screen, biochemical, fluorescence imaging, single point, set 5; Purified SirT5, succinyl-peptide AMC, trypsin-coupled fluorescence; 330,000 compounds, 1.1% hits; inhibition, % at 15 µM; AID 652115, 2013; in the data active = inhibition above about 15%; inconclusive = no clear call, values can overlap the other calls
CFTR F508del cor = F508del CFTR correction, initial screen, CFBE line, single point; CFBE cells, YFP halide quenching; stimulated with forskolin plus potentiator P3; % fluorescence drop versus neutral controls; activity (quench increase), % at 7.58 µM; 350,000 compounds, 0.36% hits; AID 720511, 2013;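 active = mean added fluorescence quench of at least 8% versus neutral control, with both replicates also reaching 8%; inconclusive = only one of the mean or replicate conditions met; inactive = mean below 8% and not both replicates reaching 8%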;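 note: cells transiently co-express mutant CFTR-F508del with the halide-sensitive YFP; corrector assay measuring rescue of mutant channel to the surface after 24 h compound exposure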
ERAP1 inh = human ERAP1 aminopeptidase inhibitors, primary screen, biochemical, single point, plate reader; 340,000 compounds, 0.15% hits; AID 652197, 2013; inhibition, % at 10.7 µM; recombinant ERAP1, Leu-AMC fluorescence, 60 min;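 active = mean replicate inhibition of at least 30%, or all replicates individually reaching that 30% level; inactive = mean below 30% and not every replicate reaching it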;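 note: 0% = neutral control wells and 100% = L-leucinethiol positive control wells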
Target sequence (Q9NZ08 whole entry, looked up): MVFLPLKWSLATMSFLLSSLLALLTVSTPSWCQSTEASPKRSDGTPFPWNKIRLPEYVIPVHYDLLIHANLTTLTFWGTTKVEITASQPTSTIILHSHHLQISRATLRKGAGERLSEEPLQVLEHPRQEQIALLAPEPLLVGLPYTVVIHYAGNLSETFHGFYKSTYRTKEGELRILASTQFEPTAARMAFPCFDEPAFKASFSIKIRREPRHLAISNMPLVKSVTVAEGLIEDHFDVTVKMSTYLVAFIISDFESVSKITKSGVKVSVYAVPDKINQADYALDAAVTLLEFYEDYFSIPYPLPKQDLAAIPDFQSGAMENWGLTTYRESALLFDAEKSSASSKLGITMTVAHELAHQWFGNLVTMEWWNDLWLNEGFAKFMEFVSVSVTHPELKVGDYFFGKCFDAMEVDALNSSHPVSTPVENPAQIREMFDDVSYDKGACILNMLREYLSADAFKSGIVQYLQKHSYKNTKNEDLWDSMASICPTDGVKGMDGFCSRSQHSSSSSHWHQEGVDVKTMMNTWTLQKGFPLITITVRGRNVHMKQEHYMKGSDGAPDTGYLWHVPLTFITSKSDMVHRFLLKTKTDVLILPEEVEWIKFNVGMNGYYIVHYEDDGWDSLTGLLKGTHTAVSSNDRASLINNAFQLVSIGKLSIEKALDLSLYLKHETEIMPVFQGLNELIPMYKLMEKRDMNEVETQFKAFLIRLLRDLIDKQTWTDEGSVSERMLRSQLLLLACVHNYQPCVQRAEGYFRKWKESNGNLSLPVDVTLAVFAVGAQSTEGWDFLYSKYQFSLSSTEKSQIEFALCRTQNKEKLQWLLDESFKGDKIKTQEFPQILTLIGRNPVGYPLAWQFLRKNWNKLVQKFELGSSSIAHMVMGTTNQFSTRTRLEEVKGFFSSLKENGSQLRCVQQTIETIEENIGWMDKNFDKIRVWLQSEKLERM
CASP6 VEID inh = human caspase-6 inhibitors, primary screen, biochemical, VEID-R110 fluorescence, single point, set 2; 350,000 compounds, 0.53% hits; inhibition, % at 12.5 µM; P55212; purified caspase-6, Z-VEID-R110 cleavage fluorescence;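 active = mean inhibition across replicates at least about 35%, with every replicate also reaching that limit, limit read from the data; inconclusive = only one of the two criteria met; inactive = neither criterion met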;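 note: 0% = median of neutral control wells and 100% = no fluorescence left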
ERp5 inh = inhibitors of ERp5-driven insulin aggregation, primary screen, biochemical, turbidity, absorbance 650 nm, single point; inhibition, % at 9.99 µM; 90 min; Protein disulfide-isomerase A6 (Homo sapiens), Q15084; 350,000 compounds, 0.05% hits; AID 651711, 2012;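 active = mean replicate inhibition above about 25%, with every replicate also reaching it, limit read from the data, passing the limit was not always enough; inconclusive = only one of those two criteria met; inactive = neither criterion met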
DENV2 CPE rescue = inhibitors of DENV2 cytopathic effect, primary screen, cell-based, plate reader, single concentration; 350,000 compounds, 1.7% hits; AID 651640, 2012; DENV2-infected cells, cytopathic effect rescue; CPE inhibition, % at 9.99 µM; in the data active = CPE inhibition above about 20%, passing the limit was not always enough; inconclusive = no clear call, values can overlap the other calls; tested in BHK-21 cells;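 note: 0% = median of neutral control wells and 100% = median of positive control wells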
An asterisk follows results filed as active; ? = inconclusive; . = not tested or not shown; & = joins results of further samples; [ ] = dose if it differs, or a comment. Compounds as they come; about 4% have a hit in one of these screens.

| entry | molecule | miR-122 sensor | SIRT5 inh | CFTR F508del cor | ERAP1 inh | CASP6 VEID inh | ERp5 inh | DENV2 CPE rescue |
| --- | --- | --- | --- | --- | --- | --- | --- | --- |
| 1 | CC(C(=O)NC1CCCC1)n1c(-c2ccncc2)nc2ccccc21 (stereo not given) | . | . | 3.0 | -4 | -1 | 4 | 8 |
| 2 | OC(c1ccccc1)C(O)c1ccccc1 (stereo not given) | 0 | -2 | -1.7 | 3 | -1 | 4 | -4 |
| 3 | COC(=O)c1nnn(-c2cccc(Cl)c2)c1C(=O)OC | . | -6 | 1.5 | -4 | -4 | -6 | 1 |
| 4 | O=C(OCC#Cc1c(COC(=O)c2ccccc2)nnn1Cc1ccccc1)c1ccccc1 | -20 | . | 1.3 | 1 | -1 | 1 | 14 |
| 5 | CCOC(=O)N1CCN(S(=O)(=O)N2CCCC(C(=O)NCc3ccccc3OC)C2)CC1 (stereo not given) | -1 | 1 | 0.8 | 3 | 6 | 4 | 2 |
| 6 | C=CCN1C(=O)C2C(C(=O)NC3CCCC3)C3C=CC2(O3)C1C(=O)NC1CCCC1 (stereo not given) | 0 | 0 | -1.9 | -5 | 1 | -4 | 0 |
| 7 | CN(Cc1ccccc1)C(=O)c1ccc(Nc2nc(CN)cs2)nc1 | . | -1 | -0.5 | 2 | -3 | -4 | 4 |
| 8 | Cc1ccc(S(=O)(=O)N[C@H]2CC[C@@H](CCNC(=O)Nc3ccc(Cl)cc3)O[C@H]2CO)cc1 | . | 103* | -1.1 | 1 | -1 | -4 | -1 |

More records
| entry | molecule | miR-122 sensor | SIRT5 inh | CFTR F508del cor | ERAP1 inh | CASP6 VEID inh | ERp5 inh | DENV2 CPE rescue |
| --- | --- | --- | --- | --- | --- | --- | --- | --- |
| 9 | CC(C)C#Cc1ccc2c(c1)O[C@@H](CN(C)C(=O)c1cccc(F)c1)[C@@H](C)CN([C@@H](C)CO)S2(=O)=O | 15[16.7 µM] | 6 | 2.9 | 0 | 1 | -1 | 9 |
| 10 | O=C(NNC(=O)c1ccccc1Cl)c1ccccc1Cl | -6 | -8 | -2.3 | -2 | 0 | 0 | 2 |
| 11 | COc1ccc(C(C)(O)c2nc(-c3ccccc3OC)cs2)cc1 (stereo not given) | 34 | -2 | 1.5 | 0 | 2 | -4 | -5 |
| 12 | Cc1ccc(NS(=O)(=O)c2ccccc2[N+](=O)[O-])cc1S(=O)(=O)N1CCCCC1 | . | 0 | -2.3 | 0 | 3 | 9 | 15 |
| 13 | Cc1ccc(S(=O)(=O)N2CCCC2)cc1C(=O)NCCN1CCOCC1 | 1 | 0 | -0.8 | -3 | -1 | 2 | 10 |
| 14 | Cc1ccc(S(=O)(=O)NC(=O)NC(C)Cc2ccccc2)cc1 (stereo not given) | -7 | 2 | -0.4 | -1 | 0 | 10 | -2 |
| 15 | COc1ccc(-c2csc(Cc3nnc(N4CCOCC4)n3-c3ccccc3)n2)cc1OC | -4 | 0 | 2.6 | -2 | 1 | 0 | 2 |
| 16 | N=c1ccn(Cc2ccc(F)cc2)cc1 | -3 | -1 | -3.6 | . | -3 | 4 | 4 |

Continued (2 carried over from the part before).
| entry | molecule | miR-122 sensor | SIRT5 inh | CFTR F508del cor | ERAP1 inh | CASP6 VEID inh | ERp5 inh | DENV2 CPE rescue |
| --- | --- | --- | --- | --- | --- | --- | --- | --- |
| 15 | COc1ccc(-c2csc(Cc3nnc(N4CCOCC4)n3-c3ccccc3)n2)cc1OC | -4 | 0 | 2.6 | -2 | 1 | 0 | 2 |
| 16 | N=c1ccn(Cc2ccc(F)cc2)cc1 | -3 | -1 | -3.6 | . | -3 | 4 | 4 |
| 17 | COc1ccc2[nH]cc(CCNC(=O)/C=C/[C@H]3O[C@@H](n4cc(C)c(=O)[nH]c4=O)C[C@@H]3O)c2c1 | -3 | -4 | 5.1 | 0 | -1 | -8 | 4 |
| 18 | CN1C(=O)c2cc(NC(=O)c3ccccc3F)ccc2OC[C@H]2O[C@H](CC(=O)NCc3ccc4c(c3)OCO4)CC[C@H]21 | 10[16.7 µM] | 0 | 0.6 | 2 | 3 | -2 | 2 |
| 19 | Cc1noc(C)c1NC(=O)Nc1cccc2c1O[C@H](CN(C)S(=O)(=O)c1ccc(F)cc1)[C@@H](C)CN([C@H](C)CO)C2=O | -20[16.7 µM] | 3&-6 | 0.6&1.6 | 0&-5 | 1&-6 | -1&2 | -1&1 |
| 20 | CN1CCN(c2ccc(NC(=O)COc3ccccc3)cc2Cl)CC1 | 12 | -1 | 0.6 | -1 | -2 | -2 | -2 |
| 21 | O=[N+]([O-])c1cccc(-c2cnc3ccccc3n2)c1 | 5 | -7 | 0.1 | 7 | 1 | -4 | 1 |
| 22 | COc1cccc(-c2ccc3c(c2)[C@H]2[C@H](CCN2S(=O)(=O)c2ccc(F)cc2)[C@H](CO)N3C)c1 | 37[16.7 µM] | 3 | -1.7 | 1 | 3 | -2 | -10 |
| 23 | CC(=O)N1CCOc2ccc(S(=O)(=O)N3CCC(C(=O)Nc4cc(C)cc(C)c4)CC3)cc21 | 0 | -1 | -5.8 | -3 | 1 | 2 | -2 |
| 24 | C/C=C/c1ccc2c(c1)O[C@@H](CN(C)C(=O)c1ccccn1)[C@@H](C)CN([C@@H](C)CO)S2(=O)=O | -6[16.7 µM] | 2 | -0.9 | 0 | 2 | 4 | 6 |

From entry 12 up to 24, as listed above:
| entry | molecule | miR-122 sensor | SIRT5 inh | CFTR F508del cor | ERAP1 inh | CASP6 VEID inh | ERp5 inh | DENV2 CPE rescue |
| --- | --- | --- | --- | --- | --- | --- | --- | --- |
| 12 | Cc1ccc(NS(=O)(=O)c2ccccc2[N+](=O)[O-])cc1S(=O)(=O)N1CCCCC1 | . | 0 | -2.3 | 0 | 3 | 9 | 15 |
| 13 | Cc1ccc(S(=O)(=O)N2CCCC2)cc1C(=O)NCCN1CCOCC1 | 1 | 0 | -0.8 | -3 | -1 | 2 | 10 |
| 14 | Cc1ccc(S(=O)(=O)NC(=O)NC(C)Cc2ccccc2)cc1 (stereo not given) | -7 | 2 | -0.4 | -1 | 0 | 10 | -2 |
| 15 | COc1ccc(-c2csc(Cc3nnc(N4CCOCC4)n3-c3ccccc3)n2)cc1OC | -4 | 0 | 2.6 | -2 | 1 | 0 | 2 |
| 16 | N=c1ccn(Cc2ccc(F)cc2)cc1 | -3 | -1 | -3.6 | . | -3 | 4 | 4 |
| 17 | COc1ccc2[nH]cc(CCNC(=O)/C=C/[C@H]3O[C@@H](n4cc(C)c(=O)[nH]c4=O)C[C@@H]3O)c2c1 | -3 | -4 | 5.1 | 0 | -1 | -8 | 4 |
| 18 | CN1C(=O)c2cc(NC(=O)c3ccccc3F)ccc2OC[C@H]2O[C@H](CC(=O)NCc3ccc4c(c3)OCO4)CC[C@H]21 | 10[16.7 µM] | 0 | 0.6 | 2 | 3 | -2 | 2 |
| 19 | Cc1noc(C)c1NC(=O)Nc1cccc2c1O[C@H](CN(C)S(=O)(=O)c1ccc(F)cc1)[C@@H](C)CN([C@H](C)CO)C2=O | -20[16.7 µM] | 3&-6 | 0.6&1.6 | 0&-5 | 1&-6 | -1&2 | -1&1 |
| 20 | CN1CCN(c2ccc(NC(=O)COc3ccccc3)cc2Cl)CC1 | 12 | -1 | 0.6 | -1 | -2 | -2 | -2 |
| 21 | O=[N+]([O-])c1cccc(-c2cnc3ccccc3n2)c1 | 5 | -7 | 0.1 | 7 | 1 | -4 | 1 |
| 22 | COc1cccc(-c2ccc3c(c2)[C@H]2[C@H](CCN2S(=O)(=O)c2ccc(F)cc2)[C@H](CO)N3C)c1 | 37[16.7 µM] | 3 | -1.7 | 1 | 3 | -2 | -10 |
| 23 | CC(=O)N1CCOc2ccc(S(=O)(=O)N3CCC(C(=O)Nc4cc(C)cc(C)c4)CC3)cc21 | 0 | -1 | -5.8 | -3 | 1 | 2 | -2 |
| 24 | C/C=C/c1ccc2c(c1)O[C@@H](CN(C)C(=O)c1ccccn1)[C@@H](C)CN([C@@H](C)CO)S2(=O)=O | -6[16.7 µM] | 2 | -0.9 | 0 | 2 | 4 | 6 |

Continued.
(25) COCc1cn(CC[C@@H]2CC[C@H](NC(=O)c3ccc(F)cc3)[C@H](CO)O2)nn1
(26) COCC#Cc1ccc([C@@H]2[C@H]3CN(C(=O)C4CCCCC4)CC(=O)N3[C@H]2CO)cc1
(27) CC1=C(C(=O)N2CCOCC2)C(c2c(C)cc(C)cc2C)NC(=S)N1 (stereo not given)
(28) CN(C(=O)c1ccco1)c1nnc(-c2ccc(F)cc2)s1
(29) CCN1CCN(c2ccc(NC(=O)c3ccccc3F)cc2Cl)CC1
(30) COC(=O)c1cc(S(=O)(=O)NCCN2CCN(c3ccccc3F)CC2)c[nH]1
(31) O=C(C[C@@H]1CC[C@@H](NC(=O)CCN2CCCCC2)[C@@H](CO)O1)Nc1ccc(-c2ccccc2)cc1
(32) C[C@@H]1CN([C@H](C)CO)C(=O)Cc2cc(NC(=O)CCN3CCOCC3)ccc2O[C@@H]1CN(C)Cc1ccc(C(=O)Nc2ccccc2N)cc1
(33) CN(C)CCN(C)c1cc2c(c3c1ccn3C)C1CCC2O1 (stereo not given)

| assay / compound | 25 | 26 | 27 | 28 | 29 | 30 | 31 | 32 | 33 |
| --- | --- | --- | --- | --- | --- | --- | --- | --- | --- |
| miR-122 sensor | . | . | 9 | . | 5 | 1 | . | . | -2 |
| SIRT5 inh | 3 | -1 | -2 | 2 | -1 | 0 | -2 | 1 | -1 |
| CFTR F508del cor | -4.1 | 3.2 | . | -4.1 | 2.6 | 3.7 | 3.2 | -3.9 | -3.1 |
| ERAP1 inh | -1 | -2 | 9 | -1 | 1 | -4 | -4 | -1 | -1 |
| CASP6 VEID inh | -1 | 3 | -2 | 1 | -2 | 0 | -2 | 0 | -16 |
| ERp5 inh | -5 | -4 | 5 | 1 | 1 | 1 | 1 | 4 | -6 |
| DENV2 CPE rescue | 0 | 0 | 0 | 1 | 3 | ? | 13 | 5 | -8 |
